RAD54 inh: inhibitors of human RAD54 branch migration; RAD54 Holliday junction branch migration, FAM/BHQ fluorescence; inhibition, % at 10.4 µM; 360,000 compounds, 0.14% hits;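 active = mean normalized replicate activity at least 40 and at least half of replicates scoring 40 or more; inconclusive = only one of the two criteria met; inactive = mean below 40 and under half of replicates reaching 40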;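 note: 0% = median of neutral control wells and 100% = median of positive control wells; inhibitors cause a drop in the FAM fluorescence signal; in these data hits start at about 50%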
CFTR F508del cor: CFTR F508del correction in bronchial cells; activity (quench increase), % at 7.58 µM; 350,000 compounds, 0.36% hits; CFBE cells, YFP halide quenching; stimulated with forskolin plus potentiator P3; % fluorescence drop versus neutral controls;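 active = mean added fluorescence quench of at least 8% versus neutral control, with both replicates also reaching 8%; inconclusive = only one of the mean or replicate conditions met; inactive = mean below 8% and not both replicates reaching 8%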;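 note: cells transiently co-express mutant CFTR-F508del with the halide-sensitive YFP; corrector assay measuring rescue of mutant channel to the surface after 24 h compound exposure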
XiGFP reactiv: reactivates the inactive X chromosome in mouse fibroblasts; XiGFP mouse fibroblasts, % GFP-positive cells imaging, 3 d; cells co-treated with 5-aza-dC sensitizer; scaled so ellipticine positive control = 100%; activation, % at 7.58 µM; 360,000 compounds, 0.055% hits; AID 743238;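 active = mean normalized replicate activation at least 10% and every replicate at or above 10%; inconclusive = only one of the two criteria met; inactive = mean below 10% and not all replicates reach 10%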;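 note: 0% = median of on-plate neutral control wells and 100% = ellipticine 6 µM median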
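assay system = SV40-immortalized XiGFP fibroblast cells, line 68-5-11 | buffer or medium = DMEM plus 5-aza-dC sensitizer | doses = single-point pinned compound dosing | times = 3-day compound exposure, then 15 min fixation at room temperature | benchmarks = positive control ellipticine, 6 µM final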
RAD52 inh: RAD52 (human) annealing inhibition; P43351; 360,000 compounds, 0.46% hits; inhibition, % at 18.7 µM; AID 651710; recombinant RAD52 DNA annealing, FRET fluorescence;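 active = every replicate showing at least 50% inhibition; inconclusive = mean inhibition at least 50% but not in every replicate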
ERAP1 HTS inh: blocks human ERAP1 aminopeptidase activity; Q9NZ08; recombinant ERAP1, Leu-AMC fluorescence, 60 min; inhibition, % at 10.7 µM; 340,000 compounds, 0.15% hits; AID 652197;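 active = mean replicate inhibition of at least 30%, or all replicates individually reaching that 30% level; inactive = mean below 30% and not every replicate reaching it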;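 note: 0% = neutral control wells and 100% = L-leucinethiol positive control wells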
Target sequence (Q9NZ08 whole entry, looked up): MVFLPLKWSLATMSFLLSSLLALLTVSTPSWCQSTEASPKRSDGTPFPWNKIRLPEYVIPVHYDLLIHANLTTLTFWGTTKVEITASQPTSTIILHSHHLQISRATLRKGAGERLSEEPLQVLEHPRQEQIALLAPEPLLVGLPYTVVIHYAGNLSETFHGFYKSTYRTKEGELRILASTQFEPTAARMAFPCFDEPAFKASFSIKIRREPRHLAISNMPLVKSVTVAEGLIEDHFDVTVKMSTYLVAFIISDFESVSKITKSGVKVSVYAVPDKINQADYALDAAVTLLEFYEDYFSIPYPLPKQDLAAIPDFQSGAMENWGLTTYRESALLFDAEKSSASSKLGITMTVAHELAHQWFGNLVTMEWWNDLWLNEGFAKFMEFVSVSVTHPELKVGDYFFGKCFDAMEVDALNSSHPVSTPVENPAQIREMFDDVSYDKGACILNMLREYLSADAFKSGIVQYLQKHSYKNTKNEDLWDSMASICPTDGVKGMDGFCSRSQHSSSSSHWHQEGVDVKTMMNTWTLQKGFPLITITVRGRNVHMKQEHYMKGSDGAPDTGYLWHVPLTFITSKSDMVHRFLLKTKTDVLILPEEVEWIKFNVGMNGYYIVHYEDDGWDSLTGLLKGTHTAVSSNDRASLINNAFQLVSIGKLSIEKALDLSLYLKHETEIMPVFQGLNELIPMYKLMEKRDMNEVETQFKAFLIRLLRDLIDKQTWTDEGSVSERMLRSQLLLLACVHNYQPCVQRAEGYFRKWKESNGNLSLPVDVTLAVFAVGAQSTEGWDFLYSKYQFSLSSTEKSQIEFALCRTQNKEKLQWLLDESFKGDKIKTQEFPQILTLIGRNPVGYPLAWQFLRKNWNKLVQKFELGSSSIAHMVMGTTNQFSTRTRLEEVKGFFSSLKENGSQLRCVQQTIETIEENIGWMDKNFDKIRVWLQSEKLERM
GSIS activator: GLuc luminescence reporter in INS-1E cells, primary screen for activators of glucose-dependent secretion of insulin; INS-1E GLuc reporter insulin secretion, 2-3 h; 370,000 compounds, 0.61% hits; activation, % at 16.6 µM; AID 743287;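 active = lowest replicate activation of at least 40%, so every replicate reaches that level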;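 note: 0% = median of neutral control wells and 100% = median of IBMX positive control wells; some compounds called inactive have numbers as strong as hits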
esBAF inh: blocks esBAF chromatin remodeling in mouse ES cells | Bmi1-luciferase knock-in reporter, 24 h; 100% = twice the neutral-well signal | reporter increase, % at 12.5 µM | 350,000 compounds, 2% hits | AID 602393; in the data active = activation above about 40%; inconclusive = no clear call, values can overlap the other calls;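 note: 0% = median of the plate's neutral control wells and 100% = double that signal; a rise in the Bmi1 reporter signal indicates esBAF inhibition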
ARNT-TACC3 inh: ARNT/TACC3 interaction disruption | Q9Y6A5 | AlphaScreen His-ARNT PAS-B/GST-TACC3 binding, luminescence; TACC3 fragment carries E629A point mutation | inhibition, % at 9.99 µM | 390,000 compounds, 0.66% hits | AID 623870;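 active = mean inhibition of replicates at least 50% and at least half of replicates each reaching 50%; inconclusive = half or more replicates reach 50% but mean below 50%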;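 note: 0% = complete ARNT plus TACC3 wells and 100% = ARNT alone without TACC3; many hits fall short of the cut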
The depositor's hits bear a star; ? = inconclusive; . = not tested or not shown; & = joins results of further samples.

The opening 2 records (preview)
item	canonical_smiles	RAD54 inh	CFTR F508del cor	XiGFP reactiv	RAD52 inh	ERAP1 HTS inh	GSIS activator	esBAF inh	ARNT-TACC3 inh
1	CC12CCC(=O)N1C(C(=O)N1CCN(c3ccc([N+](=O)[O-])cc3)CC1)CS2 (stereo not given)	.	0.9	0.4	-14	7	17	.	-3
2	COc1ccc(CCn2c(C)cc(C(=O)CCl)c2C)cc1OC	.	-4.1	0.1	-38	-3	8	.	-3

All compounds of this part, from the first entry:
item	canonical_smiles	RAD54 inh	CFTR F508del cor	XiGFP reactiv	RAD52 inh	ERAP1 HTS inh	GSIS activator	esBAF inh	ARNT-TACC3 inh
1	CC12CCC(=O)N1C(C(=O)N1CCN(c3ccc([N+](=O)[O-])cc3)CC1)CS2 (stereo not given)	.	0.9	0.4	-14	7	17	.	-3
2	COc1ccc(CCn2c(C)cc(C(=O)CCl)c2C)cc1OC	.	-4.1	0.1	-38	-3	8	.	-3
3	C/C(Cc1ccccc1)=N\NC(=O)CNC(=O)c1ccccc1Cl	9	0.6	4.2	-6	1	-5	.	5
4	COC(=O)[C@@H]1C(c2c(OC)cc(OC)cc2OC)=NO[C@H]1C(=O)OC	-1	-1.6	0.6	-7	-4	-1	1	-5
5	Cc1cc(C=O)c(C)n1-c1ccc(N2CCOCC2)c([N+](=O)[O-])c1	.	0.5	0.0	-10	0	13	.	0
6	COc1ccc(CCCNC(=O)CC#N)cc1OC	2	.	.	.	.	3	-6	-1
7	COc1cc(/C=C/C(=O)O)cc(S(=O)(=O)NNC(=O)c2ccc3c(c2)OCO3)c1OC	-16	-1.8	0.0	-2	-1	1	5	-2
8	Cc1ccc(S(=O)(=O)N2CCCCC2)cc1NC(=O)Cc1c[nH]c2ccccc12	.	1.6	0.0	-22	2	0	.	-1
9	COc1ccc(C(=O)COC(=O)c2ccc(Cl)nc2)cc1OC	3	-1.2	0.3	-12	3	7	4	.
10	CC(C)CNS(=O)(=O)c1ccc(CCC(=O)N2CCN(c3ccccc3)CC2)cc1	.	4.1	-0.1	-1	3	-11	.	-15
11	Cc1ccc(S(=O)(=O)N2[C@@H](c3ccc(Cl)cc3)C(C(=O)O)=CC[C@H]2c2cccc(Cl)c2)cc1	8	1.8	0.0	-11	22	-33	-2	0
12	CCc1nc2c(OCc3ccc(F)c(F)c3)cccn2c1N(C)C(=O)C(C)C	-7	-3.8	7.0	-7	1	1	-4	.
13	CC(=O)c1ccc(N2CCN(C(=O)Cc3ccccc3)CC2)c(F)c1	-4	0.9	-0.1	-5	-1	-3	7	3
14	COc1ccc(NS(=O)(=O)c2cc(NC(=O)c3nn(C)c(=O)c4ccccc34)ccc2OC)cc1	0	-3.3	0.1	-27	3	0	0	1
15	CCNC(=O)Nc1ccc2c(c1)C(=O)N(C)[C@H]1CC[C@@H](CC(=O)NCc3ccccc3F)O[C@@H]1CO2	-1	0.4	0.4	3	-3	17	-2	-30
16	CC(C)(C)NC(=O)CN(Cc1ccc(F)cc1)C(=O)Cn1nnc(-c2ccc(F)cc2)n1	-5	0.3	0.1	-8	-1	-7	.	-3
17	CCN(CC(=O)NCc1cccs1)C(=O)COc1ccccc1C#N	-14	-1.4	0.0	-21	-1	2	7	2
18	C[C@H](CO)N1C[C@H](C)[C@H](CN(C)C(=O)Nc2ccc3c(c2)OCO3)Oc2ccc(NC(=O)Nc3ccccc3)cc2C1=O	.	-2.2	-1.2	.	.	-5	1	.
19	C[C@H](CO)N1C[C@H](C)[C@@H](CN(C)S(=O)(=O)c2ccccc2)Oc2ncc(-c3cccc(C(=O)N(C)C)c3)cc2C1=O	-4	-2.5	-1.4	-2	2	-6	-4	2
20	CN(CC(=O)Nc1ccc(Cl)cc1)S(=O)(=O)c1cccc2cccnc12	-5	-1.6	0.0	-22	.	-5	-3	-7
21	Cc1nnc(SCC(=O)NC2CCCc3ccccc32)n1-c1ccccc1 (stereo not given)	.	0.9	0.0	0	-1	2	.	-4
22	COC(=O)c1c(NC(=O)C(C)(C)C)csc1C	.	-2.2	-0.1	4	-2	-2	.	-5
23	O=C(NC1CCCCC1)C1(S(=O)(=O)c2ccc(Cl)cc2)CC1	1	-2.7	0.1	-10	-2	26	-7	4
24	CC1=C/C(=N\NC(=S)NCc2ccccc2)CC1	.	-0.8	0.0	-10	1	-5	.	12
25	COc1ccc(S(=O)(=O)Nc2ccc3c(c2)C(=O)N([C@@H](C)CO)C[C@H](C)[C@@H](CN(C)Cc2ccc(Oc4ccccc4)cc2)O3)cc1	1	2.0	0.0	35	-3	-3	-1	37
26	Nc1c(C(=O)OCC(=O)Nc2ccccc2Br)[nH]c(=O)[nH]c1=O	.	-1.5	0.0	-21	1	.	.	0
27	C[C@@H]1CN([C@H](C)CO)C(=O)c2cc(NS(=O)(=O)c3ccc(F)cc3)ccc2O[C@@H](C)CCCCO[C@@H]1CN(C)S(=O)(=O)c1ccccc1	2	-1.8	0.2	-4	-4	-32	4	-6
28	COc1cccc(OC)c1C(=O)Nc1cccc(-c2nc3ccccc3[nH]2)c1	.	0.0	0.0	9	0	.	.	2
29	CCCc1cn(CC[C@H]2CC[C@@H](NC(=O)Cc3cccnc3)[C@@H](CO)O2)nn1	2	0.7	0.1	-14	-1	28	2	-6
30	O=C(CSc1nc2ccc(Cl)cc2[nH]1)NC1CCCC1	2	-1.9	0.1	-9	-1	6	-5	-9
31	O=C(N[C@@H]1CC[C@@H](CCn2cc(-c3ccc(F)cc3)nn2)O[C@H]1CO)c1cnccn1	2	-2.2	0.0	-1	4	6	-5	-5
32	O=C(CSc1nc2c(c(=O)n1-c1ccc(Cl)cc1)SCC2)N1CCCC1	9	.	.	.	.	11	1	-3
33	Cn1c(CN2CCN(C(=O)c3ccccc3Cl)CC2)nc2cc([N+](=O)[O-])ccc21	-13	0.4	0.2	-2	-3	-6	.	-5
34	Cc1ccc(NC(=O)CCN2CCC(Cc3ccccc3)CC2)cc1	5	-6.9	0.0	-9	0	-26	-2	11
35	C[C@@H]1CN([C@H](C)CO)C(=O)c2cc(C#Cc3ccncc3)cnc2O[C@H]1CN(C)Cc1ccncc1	.	-2.1	-0.1	.	.	10	4	.
36	CN(c1ccccc1C(=O)NC1CC2CCC1C2)S(=O)(=O)c1ccccc1 (stereo not given)	-17	.	0.6	6	7	19	-9	-4
37	CN1C(=O)c2cc(NC(=O)Cc3cccs3)ccc2OC[C@@H]2O[C@@H](CC(=O)NCc3ccc(-c4ccccc4)cc3)CC[C@H]21	-3	1.1	.	-10	.	.	-10	-2
38	COc1ccc2cc(C(c3nnnn3C3CCCC3)N3CCc4ccccc4C3)c(=O)[nH]c2c1 (stereo not given)	-6	.	.	-40	5	8	-5	6
39	COC(=O)c1ccc(C2C(C(=O)Nc3ccc(C)cc3C)=C(C)Nc3ncnn32)cc1 (stereo not given)	-1	0.7	-0.1	-8	-5	-10	-1	0
40	Cc1cc(N2CCN(C)CC2)nc2ccc(NC(=S)N3CCOCC3)cc12	32	-1.5	-0.2	46	.	21	6	7
41	Cc1ccc(S(=O)(=O)N(C)C[C@@H]2Oc3ccc(NC(=O)CCC(F)(F)F)cc3CC(=O)N([C@@H](C)CO)C[C@@H]2C)cc1	-3&9	-2.3&-4.5	-0.7&0.2	0&10	0&11	7	-11&-3	-3&0
42	CS(=O)(=O)N1CCC(C(=O)Nc2ccccc2Cl)CC1	6	0.8	0.0	-6	0	6	0	1
43	CN(C)CCn1c2c(c(SCC(=O)Nc3ccc4c(c3)OCCO4)nc1=O)CCC2	3	1.2	0.0	0	2	15	-1	-7
44	O=C(C[C@@H]1CC[C@H](NS(=O)(=O)c2ccc(F)cc2)[C@@H](CO)O1)NC1CCC1	-6	2.6	-0.6	2	-3	13	-4	-1
45	C[C@H](NC(=O)C[C@@H]1CC[C@H]2[C@@H](COC[C@H](O)CN2C(=O)Nc2ccccc2)O1)c1ccccc1	2	-4.0	-0.1	0	1	5	3	2
46	Cc1ccc(NC(=O)c2cc(-c3ccco3)nc3ccccc23)cc1S(=O)(=O)N1CCOCC1	2	-2.4	0.0	-6	2	.	7	-8
47	CCCCCC(=O)N1C[C@@H](O)[C@H](n2cc(C3CC3)nn2)C[C@@H]1c1ccc(OC)cc1	-3	-1.0	0.1	-11	0	-6	-3	.
48	COc1ccc(NC(=O)c2cc(-c3ccccc3)nc3c2cnn3C(C)C)c(OC)c1	4	-1.5	0.1	-16	1	.	-6	1
49	S=C(NCc1ccco1)Nc1cccc(Cl)c1Cl	-14	1.2	?	-6	1	-3	2	.
50	Cc1cc(NS(=O)(=O)c2ccc(NC(=O)CCN3C(=O)c4ccccc4C3=O)cc2)no1	2	-3.6	.	-5	-3	1	-9	3
51	C[C@@H]1CCCCO[C@H](CN(C)S(C)(=O)=O)[C@@H](C)CN([C@@H](C)CO)C(=O)c2cc(NC(=O)Nc3ccccc3)ccc2O1	7	0.6	0.1	5	0	-17	1	3
52	COc1cc(CC(=O)Nc2ccc3c(c2)CCC3)cc(OC)c1OC	-1	.	0.3	.	.	-22	.	4
53	O=C(N[C@H]1CC[C@@H](CCn2cc(C3(O)CCCC3)nn2)O[C@H]1CO)C1CCC1	-3	-2.6	-0.5	-1	3	-4	-1	-9
54	CC(C)C(=O)n1nc(-c2cccnc2)nc1NCc1cccs1	2	1.4	0.0	-8	-1	-3	1	-4
55	Cc1ccc(C(=O)COC(=O)c2cccc(N3C(=O)c4c(C)nc5ccccc5c4C3=O)c2)cc1C	3&8	-1.3	0.5	0	0	10	22*	-9&-9
56	O=C(C[C@H]1CC[C@H]2[C@@H](COC[C@@H](O)CN2C(=O)c2ccc(F)cc2)O1)N1CCOCC1	3	0.4	0.2	-1	-3	5	-3	28
57	COc1cc2c(cc1OC)-c1cc(OCCN3CCOCC3)nc(=O)n1CC2	0	.	.	.	.	28	-9	11
58	C[C@@H]1CN([C@H](C)CO)C(=O)c2cc(C#CCc3ccccc3)cnc2O[C@@H]1CN(C)CC1CCOCC1	8	-0.7	0.8	-12	1	2	0	14
59	NC(=O)COC(=O)CNC(=O)c1sc2ccccc2c1Cl	-1	-1.1	0.0	5	5	.	-3	1
60	CCC1OC2(C)OC(=N)C1(C#N)C(C#N)(C#N)C2c1ccccc1 (stereo not given)	.	1.0	0.0	-262	-26	-13	.	0
61	CCN1C(=O)[C@H]2[C@@H](c3ccc(-c4ccc(Cl)c(Cl)c4)cc3)N[C@@](CC(C)C)(C(=O)OC)[C@H]2C1=O	-3	4.8	-0.3	-8	0	.	10	-7
62	O=C(O)c1ccc(S(=O)(=O)/N=C2\C=C(Nc3ccccc3F)C(=O)c3ccccc32)cc1	12	2.6	0.5	6	8	-18	-73	.

Part of the list above, as labelled records.
[58] C[C@@H]1CN([C@H](C)CO)C(=O)c2cc(C#CCc3ccccc3)cnc2O[C@@H]1CN(C)CC1CCOCC1
  RAD54 inh: 8 | CFTR F508del cor: -0.7 | XiGFP reactiv: 0.8 | RAD52 inh: -12 | ERAP1 HTS inh: 1 | GSIS activator: 2 | esBAF inh: 0 | ARNT-TACC3 inh: 14
[59] NC(=O)COC(=O)CNC(=O)c1sc2ccccc2c1Cl
  RAD54 inh: -1 | CFTR F508del cor: -1.1 | XiGFP reactiv: 0.0 | RAD52 inh: 5 | ERAP1 HTS inh: 5 | GSIS activator: . | esBAF inh: -3 | ARNT-TACC3 inh: 1

Assay outcomes: PubChem, Broad Institute

Not a hit list (roughly 3.3% active in at least one column).
